Screening data as filed in PubChem BioAssay.
VHR inh abs: blocks human VHR1 dual specificity phosphatase. inhibition, % at 13.3 µM. P51452. actives 0.52% (n = 290,000). recombinant VHR phosphatase, pNPP absorbance. AID 1654; in the data active = inhibition above about 50%; note: some compounds called inactive have numbers as strong as hits
Target sequence (P51452 whole entry, looked up): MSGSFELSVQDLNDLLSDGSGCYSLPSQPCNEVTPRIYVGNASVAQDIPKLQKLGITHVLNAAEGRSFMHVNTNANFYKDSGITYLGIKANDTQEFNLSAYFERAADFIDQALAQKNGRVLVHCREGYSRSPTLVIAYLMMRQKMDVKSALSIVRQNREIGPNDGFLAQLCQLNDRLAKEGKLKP
Vc quorum ag: induces V. cholerae light production without autoinducers; V. cholerae BH1578 lux reporter, luminescence, 6 h; activation, % at 18.7 µM; actives 0.16% (n = 350,000); AID 588436; in the data active = activation mostly above about 9.7%, no sharp cut-off; note: not every result past the cut was called active; inactives centre near 0; reference of the scale not given here
CCHF vOTU inh: CCHFV vOTU protease inhibition | inhibition, % at 11.5 µM | Pep-AMC fluorescence | AID 651958 | actives 0.55% (n = 370,000); in the data active = inhibition above about 30%; note: 0% = vehicle wells with enzyme and 100% = no enzyme wells
MazF activator: increases E. coli MazEF RNase cleavage of RNA; activation, % at 20 µM; FAM/BHQ RNA-DNA oligo cleavage fluorescence, 5 h; P0AE70; actives 0.32% (n = 350,000); in the data active = activation above about 50%
Target sequence (P0AE70 whole entry, looked up): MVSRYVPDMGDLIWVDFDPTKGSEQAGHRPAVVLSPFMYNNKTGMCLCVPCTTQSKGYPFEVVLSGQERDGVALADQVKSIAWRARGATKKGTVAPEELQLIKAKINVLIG
TcdB GH inh: blocks C. difficile toxin B glycohydrolase activity. TcdB glycohydrolase enzymatic assay, plate reader. inhibition, % at 9.99 µM. actives 0.24% (n = 350,000). AID 652162; in the data active = inhibition above about 10%
PriA SSB inh: K. pneumoniae PriA-SSBct interaction inhibition | inhibition, % at 33 µM | actives 0.6% (n = 430,000) | AlphaScreen SSBct-PriA binding, biotinylated peptide; in the data active = inhibition mostly above about 37%, no sharp cut-off; inactive = mostly below about 20%;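 note: plate controls were negative control peptide for no effect and reference peptide for full effect; strong numbers were not always called active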
Y pestis TopoI: Y. pestis Topo-I inhibition via cleavage products; AID 504884; activity, % at 10 µM; actives 0.064% (n = 360,000); Y. pestis Topo-I cleavage product accumulation, plate reader; in the data active = activity above about 50%, passing the limit was not always enough; note: inactives centre near 2
Rv3671c inh: inhibits the M. tuberculosis serine protease Rv3671c. inhibition, % at 5.96 µM. P9WHR9. actives 0.048% (n = 320,000). AID 2606; in the data active = inhibition above about 38%;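 note: extracellular domain of Rv3671c used as enzyme; 0% = enzyme with DMSO and 100% = no enzyme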
Target sequence (P9WHR9 whole entry, looked up, the tested form may be a part): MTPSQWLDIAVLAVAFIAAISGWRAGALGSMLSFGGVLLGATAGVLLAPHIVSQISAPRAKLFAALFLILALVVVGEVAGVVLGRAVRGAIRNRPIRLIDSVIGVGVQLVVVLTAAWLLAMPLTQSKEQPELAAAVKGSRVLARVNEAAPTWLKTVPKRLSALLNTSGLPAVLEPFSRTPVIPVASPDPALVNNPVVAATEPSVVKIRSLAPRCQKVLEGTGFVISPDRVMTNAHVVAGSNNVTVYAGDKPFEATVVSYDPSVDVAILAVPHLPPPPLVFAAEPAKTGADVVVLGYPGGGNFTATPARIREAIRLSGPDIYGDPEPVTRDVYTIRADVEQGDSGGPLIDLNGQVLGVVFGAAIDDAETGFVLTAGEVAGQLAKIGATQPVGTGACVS
3CLpro inhibitor: SARS-CoV 3CLpro protease inhibition. recombinant SARS-CoV 3CLpro, quenched FRET peptide cleavage. actives 0.14% (n = 290,000). P0C6X7. inhibition, % at 6 µM; in the data active = inhibition above about 12%
PrPC surface inh: inhibitors of human cell surface prion protein PrPC; TR-FRET read-out; inhibition, % at 13.8 µM; actives 0.43% (n = 370,000); P04156; AID 720596; in the data active = inhibition above about 24%; note: 0% = median of the test wells and 100% = reference compound wells
An asterisk follows results filed as active; i = inactive; . = no result given; & = joins results of further samples. Not all compounds are listed (hit frequency here may not be typical).

A first look, two compounds:
smiles	VHR inh abs	Vc quorum ag	CCHF vOTU inh	MazF activator	TcdB GH inh	PriA SSB inh	Y pestis TopoI	Rv3671c inh	3CLpro inhibitor	PrPC surface inh
CCOc1cc(/C=N\Nc2nc(-c3ccc(C)cc3)c(NC(C)=O)s2)ccc1O	4	-0.5	-1	11	-0.3	.	-5	-4	-1	2
CCOn1c(SCC)nc2ccccc2c1=O	-3	-0.3	-3	4	.	-12	-2	-5	1	3

The whole of this part (from the top)
smiles	VHR inh abs	Vc quorum ag	CCHF vOTU inh	MazF activator	TcdB GH inh	PriA SSB inh	Y pestis TopoI	Rv3671c inh	3CLpro inhibitor	PrPC surface inh
CCOc1cc(/C=N\Nc2nc(-c3ccc(C)cc3)c(NC(C)=O)s2)ccc1O	4	-0.5	-1	11	-0.3	.	-5	-4	-1	2
CCOn1c(SCC)nc2ccccc2c1=O	-3	-0.3	-3	4	.	-12	-2	-5	1	3
CN(CCO)c1ccc([N+](=O)[O-])cc1C(=O)O	10	i	18	3	.	-18	-6	-3	5	-16
COc1ccc(NS(=O)(=O)c2cc(C)ccc2NC(=O)c2cc(C)oc2C)cc1	-4	3.6	-1	2	.	4	1	-42	6	8
O=C(O)CCC(=O)N1CCc2cc(S(=O)(=O)N3CCN(c4ccc(F)cc4)CC3)ccc21	13	i	3	-20	-0.1	2	-7	6	0	-2
CCC(C)(C(=O)NC1CCCCC1)N(C(=O)CNC(=O)c1ccccc1)c1c(C)n(C)n(-c2ccccc2)c1=O (stereo not given)	4	-0.5	-8	-2	1.0	-6	1	4	3	-2
C/C=C(\C)c1nnc(NC(=O)C(C)C)s1	-4	i	8	2	.	-9	-2	-2	7	0
COc1ccc(C)cc1NC(=O)CSc1nnc(-c2ccco2)n1N	35	i	11	-1	.	3	1	4	-3	7

smiles	VHR inh abs	Vc quorum ag	CCHF vOTU inh	MazF activator	TcdB GH inh	PriA SSB inh	Y pestis TopoI	Rv3671c inh	3CLpro inhibitor	PrPC surface inh
CCOC(=O)c1c(S(=O)(=O)NCC(=O)N2CCN(c3cccc(OC)c3)CC2)c(C)n(C)c1C	-4	-0.3	8	4	-1.3	3	6	6	-3	7
COC(=O)C(C)Sc1nc2ccsc2c(=O)n1Cc1ccccc1 (stereo not given)	21	i	13	4	0.8	-11	29	-7	-9	3
CC(=O)Nc1cccc(NS(=O)(=O)c2c(C)noc2C)c1	.	i	-1	2	-2.6	-2	-3	6	.	2
C#CCOC(=O)c1ccccc1C(=O)OCC#C	17	-0.7	9	-7	.	-1	0	-1	0	6
O=C(CCOc1ccccc1)Nc1cccc([N+](=O)[O-])c1	18	15	1	0	-0.9	-8	-14	2	-3	-5
CCN(CC)S(=O)(=O)c1cccc(C(=O)N/N=C/c2cc(OC)c(O)c(OC)c2)c1	21	-2.1	8	2	.	.	5	2	5	1
O=C(c1ccc2ccccc2n1)N1CCN(c2ccccn2)CC1	14	0.6	3	-1	0.2	-2	4	0	-1	-8
COc1ccc(OCC(=O)NCCCNC(=O)COc2ccc(OC)cc2)cc1	.	i	-1	-1	8.9	5	9	6	.	7

smiles	VHR inh abs	Vc quorum ag	CCHF vOTU inh	MazF activator	TcdB GH inh	PriA SSB inh	Y pestis TopoI	Rv3671c inh	3CLpro inhibitor	PrPC surface inh
CC1CCc2sc(C(=O)NNS(=O)(=O)c3ccc(F)c(F)c3F)cc2C1 (stereo not given)	.	i	14	-2	2.9	-14	2	-1	.	3
O=S(=O)(NCc1ccccc1)c1ccc(S(=O)(=O)N2CCCCC2)cc1	7	-0.6	5	-4	.	3	6	-5	3	4
CCOC(=O)C1CCN(C(=O)c2ccccc2N(C)S(C)(=O)=O)CC1	4	-0.2	-5	5	.	-8	-1	-2	-2	1
COc1ccc(N2CCN(c3ccc([N+](=O)[O-])cc3Cl)CC2)cc1	1	3.8	5	-3	.	3	2	-3	-2	4
CCN(Cc1ccc(N(C)C)cc1)C(C)C(=O)Nc1ccc(S(=O)(=O)N2CCCC2)cc1 (stereo not given)	.	5.6	15	2	0.6	26	11	1	.	9
O=C(COc1ccc2c3c(c(=O)oc2c1)CCC3)c1ccc2c(c1)OCO2	8	i	-6	125*	0.0	-10	2	-5	2	-7
CCc1ccc(-c2nc(CS(=O)CC(=O)NCc3ccc4c(c3)OCO4)c(C)o2)cc1 (stereo not given)	-1	-0.2	10	4	2.1	-6	33	-10	1	4
Cc1ccc(S(=O)(=O)N(CC(=O)NCc2ccncc2)Cc2ccccc2F)cc1	7	-0.2	-3	12	1.2	-6	10	2	-1	-8

smiles	VHR inh abs	Vc quorum ag	CCHF vOTU inh	MazF activator	TcdB GH inh	PriA SSB inh	Y pestis TopoI	Rv3671c inh	3CLpro inhibitor	PrPC surface inh
CC(=O)c1c(C)[nH]c(C(=O)COC(=O)c2cccs2)c1C	.	-7.1	6	-9	1.1	-14	2	3	.	-8
COc1cc(C2c3c(-c4cc(Cl)c(C)cc4O)n[nH]c3C(=O)N2Cc2cccnc2)ccc1O (stereo not given)	8	-0.3	-1	8	.	0	14	-8	-5	9
COc1cccc(-c2cnc3c(NC=O)cc(-c4ccc(OC)cc4OC)cn23)c1	.	i	-5	.	-0.1	.	29	.	.	5
O=C(Cc1ccc(-n2c(=O)c3ccccc3n(CC(=O)Nc3ccc(F)cc3F)c2=O)cc1)NCc1ccco1	11	i	11	-12	0.1	-6	2	-18	3	0
Cc1nn(-c2ccccc2)c(C)c1-c1ccccc1O	12	i	3	6	-0.1	6	1	2	0	4
O=C(NNC(=O)C1C2C=CC(C2)C1C(=O)O)c1ccccc1 (stereo not given)	-3	-0.3	-5	6	-0.3	-7	2	1	2	0
COc1ccc(OCC(O)Cn2c(Nc3cccc(C)c3)nc3c2c(=O)n(C)c(=O)n3C)cc1 (stereo not given)	-11	-1.0	2	2	1.0	9	3	-7	0	4
Cn1c(=O)[nH]c(=O)c2c1nc(Br)n2CCC(=O)c1ccccc1	-4	1.4	-10	6	.	-14	0	3	-5	1

smiles	VHR inh abs	Vc quorum ag	CCHF vOTU inh	MazF activator	TcdB GH inh	PriA SSB inh	Y pestis TopoI	Rv3671c inh	3CLpro inhibitor	PrPC surface inh
CC1CC2=C(C(=O)O1)C(c1ccc(Cl)cc1)Nc1ccccc1N2 (stereo not given)	-15	-0.3	4	-8	0.3	0	-9	-11	-1	3
CC(Sc1nncn1C)C(=O)Nc1ccc(Cl)cn1 (stereo not given)	7	i	6	3	-0.4	4	-4	4	1	-1
O=C(Nc1ncccn1)c1cc(-c2ccc(F)cc2)nc2ccccc12	22	i	0	5	1.3	-9	-6	1	-2	-2
C=CCn1c(C2CCCCC2)n[nH]c1=S	9	i	10	2	0.2	0	7	-1	3	-2
CCOC(=O)C1(CC2CC2)CCN(Cc2ccc(OC)cc2F)CC1	3	i	13	4	-3.5	-7	12	2	3	10
Cc1ccc(OCc2n[nH]c(=S)n2-c2ccc(Br)cc2)cc1	58*	i	8	-19	4.0	8	-2	0	-2	8
CN(CC(=O)Nc1ccc(F)c(F)c1F)C1CCCCC1	19	i	4	-9	.	-10	6	0	-6	2
CCN(Cc1cnn(C)c1)C(=O)c1cc(COc2ccc(F)cc2F)on1	15	i	1	4	1.2	-14	-2	-5	4	-2

Ordered by heavy-atom count (smallest number first): 8 of the compounds above.
smiles	VHR inh abs	Vc quorum ag	CCHF vOTU inh	MazF activator	TcdB GH inh	PriA SSB inh	Y pestis TopoI	Rv3671c inh	3CLpro inhibitor	PrPC surface inh
C=CCn1c(C2CCCCC2)n[nH]c1=S	9	i	10	2	0.2	0	7	-1	3	-2
CC(Sc1nncn1C)C(=O)Nc1ccc(Cl)cn1 (stereo not given)	7	i	6	3	-0.4	4	-4	4	1	-1
Cc1ccc(OCc2n[nH]c(=S)n2-c2ccc(Br)cc2)cc1	58*	i	8	-19	4.0	8	-2	0	-2	8
Cn1c(=O)[nH]c(=O)c2c1nc(Br)n2CCC(=O)c1ccccc1	-4	1.4	-10	6	.	-14	0	3	-5	1
CC1CC2=C(C(=O)O1)C(c1ccc(Cl)cc1)Nc1ccccc1N2 (stereo not given)	-15	-0.3	4	-8	0.3	0	-9	-11	-1	3
CCOC(=O)C1(CC2CC2)CCN(Cc2ccc(OC)cc2F)CC1	3	i	13	4	-3.5	-7	12	2	3	10
O=C(Nc1ncccn1)c1cc(-c2ccc(F)cc2)nc2ccccc12	22	i	0	5	1.3	-9	-6	1	-2	-2
COc1ccc(OCC(O)Cn2c(Nc3cccc(C)c3)nc3c2c(=O)n(C)c(=O)n3C)cc1 (stereo not given)	-11	-1.0	2	2	1.0	9	3	-7	0	4

Carrying on:
smiles	VHR inh abs	Vc quorum ag	CCHF vOTU inh	MazF activator	TcdB GH inh	PriA SSB inh	Y pestis TopoI	Rv3671c inh	3CLpro inhibitor	PrPC surface inh
CCOC(=O)c1c(NC(=S)NC(C)=O)sc(C)c1C	18	-0.2	3	0	0.0	-26	-5	-1	6	-3
Oc1ccc(Cc2ncc(C(F)(F)F)cc2Cl)cc1	13	-0.5	-11	-8	0.3	-14	8	1	1	-3
Cc1ccn(C(C)CC(=O)N2CCc3ccccc32)n1 (stereo not given)	-17	i	-6	10	1.6	-4	0	-5	-1	-4
CNC(=O)/C=C1\NC(C)(C)Cc2c1ccc1ccccc21	26	i	9	6	.	7	-2	-2	-1	-2
Cn1ccnc1C(=O)c1ccc(N)cc1	12	-0.4	7	4	-0.1	-18	-3	3	-5	2
Cc1ccc(NC(=O)CC2CS(=O)(=O)CC2CC(=O)Nc2ccc(C)c(C)c2)cc1C (stereo not given)	20	i	7	-7	.	-1	1	7	3	-5
Cc1ccc(S(=O)(=O)N/N=C/c2ccccc2O)cc1[N+](=O)[O-]	11	-1.3	11	5	-0.4	.	-8	0	-3	3
O=C(CSc1ncnc2c1oc1ccccc12)Nc1cccc(C(F)(F)F)c1	42	-0.2	-2	2	0.1	-5&-25	-1	-12	1	-3

smiles	VHR inh abs	Vc quorum ag	CCHF vOTU inh	MazF activator	TcdB GH inh	PriA SSB inh	Y pestis TopoI	Rv3671c inh	3CLpro inhibitor	PrPC surface inh
CN(C)/C=N/c1nc2nccc(-c3ccccn3)n2n1	6	-0.4	-27	4	-0.9	.	-2	-5	-2	2
CC1(C)C2C/C(=N\O)C(C)(/[N+]([O-])=C/c3cccc([N+](=O)[O-])c3)CC21 (stereo not given)	22	-0.2	-4	5	-0.4	.	3	5	3	-2
COc1ccc(CCNC(=O)CN2CCOc3ccccc32)cc1OC	8	-0.2	-4	7	0.7	0	5	-8	-1	-4
CC(C)c1ccc(/C=N/NC(=O)CN(c2cccc(Cl)c2Cl)S(C)(=O)=O)cc1	13	-0.5	13	3	.	.	12	-2	3	-2
O=C1S/C(=C\c2ccc(N3CCOCC3)o2)C(=O)N1Cc1c(F)cccc1Cl	31	-0.7	-15	-136	0.5	4	-2	-6	0	-11
O=C1C(c2ccc(F)cc2)N(Cc2ccc3c(c2)OCO3)C(=O)CN1C1CCCCCC1 (stereo not given)	20	-0.9	-4	-3	.	10	-4	-4	-1	-6
C/C(=N\NC(=O)c1cccs1)C(C)(C)C	8	i	6	-4	.	.	-7	1	5	6
CC(=O)Nc1ccc(S(=O)(=O)NCC(=O)NC(C)c2ccc(S(N)(=O)=O)cc2)cc1 (stereo not given)	5	-2.3	-11	-3	0.6	-2	6	-21	-1	10
